Bioassay records as filed in PubChem BioAssay.
Mm-Cpn inhibitor – inhibitors of Methanococcus maripaludis chaperonin (MmCpn); purified Mm-Cpn ATPase, ADP Transcreener TR-FRET; Potency, µM (highest dose often 76.9 µM), for inactives: top-dose activity, negative = inhibition, hits mostly inhibitors; 330,000 compounds, 0.031% hits; further: potency means the concentration at half of the fitted maximal effect; on the % scale 0 is the no-effect control and ±100 the full control effect; nearly all actives have a fitted effect of over 80% in size
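ATP (10 uM final) was added to archaeal chaperonin (25 nM final) after 10 min exposure to test compound at 37°C; after 30 min further incubation, ADP was detected by competitive TR-FRET.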
D3 antag – blocks the human D3 dopamine receptor | D3R cells, DiscoveRx beta-arrestin luminescence, antagonist mode; stronger effect = lower value | 360,000 compounds, 2.5% hits | max response, negative = inhibition, % | P35462; in the data active means max response below about -50%; inconclusive means no clear call, values can overlap the other calls; further: on the % scale 0 is the no-effect control and ±100 the full control effect; mostly tested at two doses, the higher about 12 µM
Target sequence (P35462 whole entry, looked up): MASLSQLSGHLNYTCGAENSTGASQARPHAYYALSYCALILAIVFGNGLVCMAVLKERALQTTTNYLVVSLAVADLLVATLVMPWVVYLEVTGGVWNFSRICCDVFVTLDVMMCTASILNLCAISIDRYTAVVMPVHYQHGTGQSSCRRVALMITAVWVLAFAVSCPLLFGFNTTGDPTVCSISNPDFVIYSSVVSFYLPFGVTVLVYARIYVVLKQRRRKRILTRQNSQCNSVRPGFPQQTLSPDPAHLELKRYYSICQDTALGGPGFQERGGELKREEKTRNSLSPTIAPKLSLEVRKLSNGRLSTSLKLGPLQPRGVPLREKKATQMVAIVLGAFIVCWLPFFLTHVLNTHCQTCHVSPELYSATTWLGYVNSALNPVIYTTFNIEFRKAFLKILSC
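Cells plated overnight at 1500 cells/well, then exposed to library compounds with dopamine controls for 90 minutes at 37 degrees C. DiscoveRx reagent added for 30–60 minutes at room temperature; luminescence read, quantitative HTS format.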
PTHR1 agonist – agonists of human PTHR1 parathyroid hormone receptor; Q03431; HEK293 GP2 PTHR1 cells, GloSensor cAMP luminescence, 1 h; Potency, µM (doses to about 115 µM), inactives show top-dose activation, usual class: activators; 410,000 compounds, 0.075% hits; further: potency means the concentration at half of the fitted maximal effect; nearly all actives have a fitted effect of over 55% in size; some results filed as inactive show a strong effect at the top dose; inactives centre near -15; many of its hits are not listed in these tables
Target sequence (Q03431 whole entry, looked up): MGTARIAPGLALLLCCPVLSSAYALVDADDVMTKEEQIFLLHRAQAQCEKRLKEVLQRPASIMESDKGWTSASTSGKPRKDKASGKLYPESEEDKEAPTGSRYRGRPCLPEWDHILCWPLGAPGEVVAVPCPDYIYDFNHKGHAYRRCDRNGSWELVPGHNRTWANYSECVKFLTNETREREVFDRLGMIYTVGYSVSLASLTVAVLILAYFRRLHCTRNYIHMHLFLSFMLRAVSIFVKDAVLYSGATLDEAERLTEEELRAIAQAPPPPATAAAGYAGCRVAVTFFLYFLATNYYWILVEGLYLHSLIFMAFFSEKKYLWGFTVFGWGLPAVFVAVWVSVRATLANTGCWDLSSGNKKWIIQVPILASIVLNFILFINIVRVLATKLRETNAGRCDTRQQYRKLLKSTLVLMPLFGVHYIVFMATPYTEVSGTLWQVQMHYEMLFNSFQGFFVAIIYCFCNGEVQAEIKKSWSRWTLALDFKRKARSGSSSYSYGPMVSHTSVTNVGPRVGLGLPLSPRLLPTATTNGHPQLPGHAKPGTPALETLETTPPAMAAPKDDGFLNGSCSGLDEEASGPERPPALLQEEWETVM
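HEK-293-derived GP2 cells expressing PTHR1 and a GloSensor cAMP reporter, 3,000/well, plated overnight, given luciferin plus IBMX (each 0.5 mM as added) for 1 h at 37 °C, then compound for 1 h at 37 °C. Luminescence was read after 15 min at room temperature.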
EPAC2 ag – agonists of human EPAC2 (RAPGEF4); EPAC2 activation, biochemical qHTS; response scale: 100% = 6.5 mM cAMP response; Potency, µM (titrated, usually from 154 µM), for the others: top-dose activation, most hits filed as activators; 360,000 compounds, 0.079% hits; further: potency means the concentration at half of the fitted maximal effect; nearly all actives have a fitted effect of over 50% in size
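Exchange assay: 100 nM EPAC2 with 250 nM Rap1B-BODIPY-GDP and 50 uM GDP. Fluorescence (ex 480/em 540 nm) read every 5 min for 30 min at room temperature. Data normalized to 6.5 mM cAMP as agonist control.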
EPAC2 antag – blocks human EPAC2 exchange factor; EPAC2 GEF exchange of Rap1B-BODIPY-GDP, fluorescence; AID 720708; Q8WZA2; 360,000 compounds, 0.18% hits; Potency, µM (highest dose often 114 µM), for the others: at the top dose activity, negative = inhibition, actives largely listed as inhibitors; further: potency means the concentration at half of the fitted maximal effect; on the % scale 0 is the no-effect control and ±100 the full control effect; nearly all actives have a fitted effect of over 45% in size; many of its hits are not listed in these tables
CCT chaperon mod – changes cytosolic chaperonin activity | purified chaperonin ATPase assay, HTRF ADP detection, 30 min | activity change, % (test concentration not listed), hits read low | 360,000 compounds, 0.3% hits; in the data active means activity change below about -30%; further: on the % scale 0 is the no-effect control and ±100 the full control effect
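TRiC (40 or 20 nM final, by batch activity) in 30 mM Tris pH 7.4, 100 mM KCl, 5 mM MgCl2, 1 mM DTT was treated with compound at 76 uM single dose, then 10 uM ATP, 30 min at 37 °C. ADP was read by HTRF Transcreener.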
D3 ag – agonists of human D3 dopamine receptor. D3R DiscoveRx beta-arrestin cells, luminescence, 90 min. max activation, %. 410,000 compounds, 0.58% hits. AID 652048; in the data active means max activation above about 30%; further: 0% is about no effect; mostly tested at two doses, the higher about 12 µM
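Cells at 1500/well, incubated overnight, then treated with pinned compounds (dopamine as control) for 90 min at 37 degrees C. DiscoveRx reagent added for 30 - 60 minutes at room temperature; luminescence read.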
Akt phos inh – Akt phosphorylation inhibition. Neuro2A IGF-stimulated pAkt S473 HTRF, 20 min; stronger effect = lower value. activity change, % for hits at 50 µM. 360,000 compounds, 0.32% hits. AID 651550; in the data active means activity change below about -80%; inconclusive means mostly about -51% to -80%; further: on the % scale 0 is the no-effect control and ±100 the full control effect
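Neuro2A cells in DMEM with 0.5% FBS, overnight at 37 deg C, given compound at single 50 µM final, then IGF (6 nM final) for 20 min at 37 deg C. Lysed; phospho-Akt Ser473 by HTRF after 24 h, 665/615 ratio.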
* hit, by the source's call; i = inactive; ? = inconclusive; . = not tested or not shown; [ ] = remark or other dose. Unless noted, the call rests on the fitted dose curve; in most records, active means well fitted curve in the direction sought with a large enough effect; inconclusive means small, poorly fitted or top-dose-only effect, or another doubt; inactive means no such curve, though single readings can be large; an effect the other way counts as inactive or inconclusive.

SMILES	Mm-Cpn inhibitor	D3 antag	PTHR1 agonist	EPAC2 ag	EPAC2 antag	CCT chaperon mod	D3 ag	Akt phos inh
CCSc1nnc(NC(=O)COc2cccc3ccccc23)s1	2%	-2	i	5%	9%	2.6	1	i
CC(C)NC(=O)c1ccc2c3n(nc2c1)-c1ccccc1CO3	0%	23	-56%[inhibitor]	5%	9%	-1.3	9	i
Cc1ccnc(N2C(=O)c3ccccc3C2Nc2cccc(C)c2C)c1 (configuration not stated)	-1%	17	-3%	-3%	2%	0.8	-2	i
O=C(NNC(=O)c1ccccc1O)c1cc2ccccc2o1	-3%	9	-6%	6%	2%	0.6	8	i
CC(C)c1ccc(CNc2ccc(N3CCOCC3)cc2)cc1	-1%	-3	-6%	2%	-7%	-0.5	0	i
O=C(Cc1c(O)c2ccccc2[nH]c1=O)NCc1ccccc1	-1%	24	21%[57.5 µM]	-1%	14%	-2.3	2	i
COc1ccc(NC(=O)Cc2ccccc2)cc1	2%	-16	-22%	12%	-6%	0.2	-1	i
CC(=O)N1c2ccccc2C2CCCC[C@H]21 (some centres not stated)	-1%	-5	-10%	11%	-16%	-0.8	-26	i
COc1ccc(-c2nnc(SC3CCOC3=O)n2C2CCCCC2)cc1OC (configuration not stated)	-1%	-7	-17%[57.5 µM]	7%	-3%	0.0	-2	i
O=C(O)c1[nH]c2ccccc2c1C(c1ccccc1)c1c(C(=O)O)[nH]c2ccccc12	1%	-8	-24%	-4%	-9%	2.7	0	i
CC(=O)Oc1ccc(-c2csc(Nc3ccc(Cl)cn3)n2)cc1	-1%	2	-57%[inhibitor]	2%	-18%	-4.0	5	i
Cn1c(SCC(N)=O)nnc1C1CCN(C(=O)NCc2ccccc2)CC1	1%	-6	i	-5%	5%	-2.5	3	i
O=C(CSc1nc(=O)[nH]c2c1CCCC2)Nc1ccc(F)cc1F	-1%	5	i	-4%	-11%	0.1	-1	i
Cc1ccc(CN(C#N)c2nc(C)cc(C)n2)cc1	0%	-10	i	-5%	7%	-3.0	1	i
C=CCN(c1ccc(F)cc1)S(=O)(=O)c1cc(C(=O)NC2CCC(O)CC2)ccc1Cl (configuration not stated)	1%	12	?	-7%	?	0.7	-1	i
O=C(NCc1cccc(Cl)c1)c1ccc(S(=O)(=O)Nc2cccc(C(F)(F)F)c2)cc1	2%	0	-60%[inhibitor]	-5%	-25%	-3.7	-24	i
COc1ccc(/C=N/NC(=O)c2cccc([N+](=O)[O-])c2)cc1OC	-1%	-21	3%	7%	3%	-2.7	-6	i
NNC(=O)C(=O)Nc1ccc(Cl)c(Cl)c1	1%	-2	-2%	6%	20%	0.5	-4	i
Cn1ccnc1Sc1ccc(C=O)cc1[N+](=O)[O-]	0%	-1	-9%	-1%	-3%	-0.5	4	i
Cc1c(Br)c([N+](=O)[O-])nn1CCCC(=O)Nc1c(C)n(C)n(-c2ccccc2)c1=O	1%	11	i	7%	4%	-0.9	-1	i
O=C(O)c1ccccc1C(=O)NCCCCCCNC(=O)c1ccccc1C(=O)O	-1%	6	-21%	-1%	-4%	-0.4	-2	i
O=c1oc2ccccc2cc1NCc1ccccc1O	1%	?	i	23%	?	0.5	-10	i
Nc1nnc(CC(=O)N/N=C\c2cc([N+](=O)[O-])ccc2O)s1	2%	-24	i	-4%	5%	1.3	11	i
COc1ccc(NC(=O)c2ccc(NC(=O)c3nc4nc(C)cc(C)n4n3)cc2)cc1	0%	0	-59%[inhibitor]	5%	7%	-1.2	-5	i
COc1ccccc1C(=O)c1nc2ccccc2n1C	0%	3	i	3%	-8%	-0.1	1	i
O=C(Nc1ccc(F)cc1)c1cnccn1	.	6	i	7%	5%	1.1	4	i
COCC(=O)Nc1ccc(Nc2ccccc2)cc1	0%	-29	i	2%	-5%	-2.1	-4	i
O=C(CN(C(=O)c1ccco1)c1cccc(F)c1)NCc1ccc(F)cc1	-3%	-15	-16%[57.5 µM]	-9%	1%	-0.9	-2	i
CCCOc1ccc(C(=O)NCCN2CCOCC2)cc1	3%	12	i	5%	-2%	-0.6	-1	i
Cc1ccc(S(=O)(=O)N2CCN(c3ccccn3)CC2)cc1	-3%	1	i	5%	7%	-1.8	3	i
O=C1OC(c2ccccc2)(N(Nc2ccccc2)c2ccccc2)c2ccccc21 (configuration not stated)	.	-5	-20%	15%	?	0.6	2	i
O=C(C1CCN(S(=O)(=O)c2ccc(Cl)cc2)CC1)N1CCOCC1	0%	47	i	13%	-1%	-1.8	0	.
Cc1ccc(-c2ccc(SCC(=O)N3CCN(c4ccccc4)CC3)nn2)cc1	0%	8	-3%	-4%	17%	-1.7	3	i
Cc1ccc(N2C(=O)Nc3cc(Cl)c(Cl)cc3N2O)cc1Cl	0%	13	i	5%	-9%	-1.9	-1	i
CCOP(=O)(OCC)c1nc(-c2cccc([N+](=O)[O-])c2)oc1N1CCCCC1	2%	4	-11%	6%	-10%	-0.8	0	i
CCOC(=O)Nc1ccc2c(C)cc(=O)oc2c1	0%	-19	-8%[57.5 µM]	-6%	-3%	0.0	-8	.
COc1ccc(-c2cc(N3C(=O)Nc4ccccc4N3O)n[nH]2)cc1OC	3%	?	i	16%	12%	-0.3	-13	i
CS(=O)(=O)N1CCN(c2ccccc2NC(=O)CSc2ccc(Cl)cc2)CC1	-2%	-10	-7%[57.5 µM]	1%	-1%	0.1	-11	i
O=C(NCc1nnc(SCC(=O)N2CCCCCC2)o1)c1ccco1	0%	-5	?	3%	23%	1.9	0	i
O=C(N/N=C(\c1ccccc1)c1cccnc1)C(O)(c1ccccc1)c1ccccc1	1%	-19	-9%[57.5 µM]	20%	-6%	-2.5	0	i

Next section, overlapping the part above by two compounds.
SMILES	Mm-Cpn inhibitor	D3 antag	PTHR1 agonist	EPAC2 ag	EPAC2 antag	CCT chaperon mod	D3 ag	Akt phos inh
O=C(NCc1nnc(SCC(=O)N2CCCCCC2)o1)c1ccco1	0%	-5	?	3%	23%	1.9	0	i
O=C(N/N=C(\c1ccccc1)c1cccnc1)C(O)(c1ccccc1)c1ccccc1	1%	-19	-9%[57.5 µM]	20%	-6%	-2.5	0	i
O=S(=O)(Nc1ccncc1Cl)c1cccc(Cl)c1Cl	0%	-7	i	-7%	-5%	-3.5	25	i
O=C(NCCCNc1ccc(C(F)(F)F)cc1[N+](=O)[O-])c1cc(F)c(F)cc1Cl	-2%	8	-16%[57.5 µM]	-1%	-5%	-4.7	1	i
CC(=O)NCCC1CCN(C(=O)c2cc(COc3ccc(C)nc3)on2)CC1	2%	7	-19%	-2%	14%	-2.6	9	i
COc1cc(C(C)=O)ccc1OCC(=O)OCCCOC(=O)COc1ccc(C(C)=O)cc1OC	-3%	-18	-18%	0%	0%	-2.2	-9	i
O=C1c2ccccc2S(=O)(=O)N1CC1CC(c2ccccc2Cl)=NO1 (configuration not stated)	1%	9	-37%[inhibitor]	0%	-10%	-0.8	1	i
COc1ccc(-c2oc3ccc(-c4cc(OC)c(OC)c(OC)c4)cc3c2C(=O)c2ccc(OC)nc2)cc1	1%	7	-3%	5%	6%	-10	12	i
COC(=O)C1=CN(Cc2ccc(OC)cc2)C=C(C(=O)OC)C1c1cc(OC)c(OC)c(OC)c1	-1%	-3	i	2%	?	-1.4	-6	i
COc1cc(C(=O)NCc2cn3cccc(C)c3n2)cc(OC)c1OC	3%	-9	i	4%	-3%	0.5	-1	i
OC(COc1ccc(Cl)cc1)CSc1ccccn1 (configuration not stated)	1%	97	-30%[inhibitor]	5%	-22%	-1.6	0	i
Cc1cccc(NC(=S)N(CCN2CCOCC2)Cc2cc3cc4c(cc3[nH]c2=O)OCCO4)c1	0%	3	i	-4%	1%	-1.6	0	i
COc1ccc(-c2noc(C3CCCN(C(=O)c4ccccc4C)C3)n2)cc1 (configuration not stated)	0%	2	-44%[inhibitor]	4%	-2%	1.9	-4	i
COc1ccc(-n2c(SCC(=O)NC3CC3)nc3ccccc3c2=O)cc1OC	-2%	5	2%	5%	2%	0.3	1	i
NC(=O)NC(CC(=O)NCCCc1ccccc1)c1ccccc1Cl (configuration not stated)	-1%	-20	i	8%	4%	-2.8	-26	i
CN(CC1CCCO1)S(=O)(=O)c1ccc(C(=O)Nc2ccc([N+](=O)[O-])cc2)cc1 (configuration not stated)	2%	0	-90%[inhibitor]	19%	-8%	-0.9	-1	i
CCN(CC(=O)Nc1ccc(NC(C)=O)cc1)C(=O)C12CC3CC(CC(Cl)(C3)C1)C2	-2%	8	i	7%	15%	-2.0	-2	i
COc1ccc(NC(=O)c2c(C(F)(F)F)nn(C)c2Cl)cc1	0%	15	-23%	2%	1%	-2.8	-4	i
COc1cc(NC(=O)c2ccc3c(c2)OCO3)ccc1NC(=O)c1cccs1	1%	11	-19%	-3%	6%	0.7	4	i
O=C(Cn1nc(C(F)F)cc1C1CC1)NCCC1=CCCCC1	1%	-21	10%[57.5 µM]	6%	0%	1.5	-14	i
CCOC(=O)CSc1ccc(C(=O)NCCN2CCOCC2)cc1[N+](=O)[O-]	3%	2	i	5%	19%	0.9	-1	i

Some of these compounds in order of molar mass, smallest number first:
SMILES	Mm-Cpn inhibitor	D3 antag	PTHR1 agonist	EPAC2 ag	EPAC2 antag	CCT chaperon mod	D3 ag	Akt phos inh
O=C1c2ccccc2S(=O)(=O)N1CC1CC(c2ccccc2Cl)=NO1 (configuration not stated)	1%	9	-37%[inhibitor]	0%	-10%	-0.8	1	i
COc1cc(C(C)=O)ccc1OCC(=O)OCCCOC(=O)COc1ccc(C(C)=O)cc1OC	-3%	-18	-18%	0%	0%	-2.2	-9	i
COc1ccc(-c2oc3ccc(-c4cc(OC)c(OC)c(OC)c4)cc3c2C(=O)c2ccc(OC)nc2)cc1	1%	7	-3%	5%	6%	-10	12	i

Structural class: those above containing two or more sulfur atoms
SMILES	Mm-Cpn inhibitor	D3 antag	PTHR1 agonist	EPAC2 ag	EPAC2 antag	CCT chaperon mod	D3 ag	Akt phos inh
CCSc1nnc(NC(=O)COc2cccc3ccccc23)s1	2%	-2	i	5%	9%	2.6	1	i
CS(=O)(=O)N1CCN(c2ccccc2NC(=O)CSc2ccc(Cl)cc2)CC1	-2%	-10	-7%[57.5 µM]	1%	-1%	0.1	-11	i

An excerpt. The share of hits here may be higher or lower than overall.
